DUSP3 inh = blocks human VHR1 dual specificity phosphatase. recombinant VHR phosphatase, pNPP absorbance. inhibition, % at 13.3 µM. hit rate 0.52% among 290,000. AID 1654; in the data active means inhibition above about 50%; further: some compounds called inactive have numbers as strong as hits
MazF activator = MazEF (E. coli) toxin RNase activation. P0AE70. FAM/BHQ RNA-DNA oligo cleavage fluorescence, 5 h. activation, % at 20 µM. hit rate 0.32% among 350,000. AID 504720; in the data active means activation above about 50%
Target sequence (P0AE70 whole entry, looked up): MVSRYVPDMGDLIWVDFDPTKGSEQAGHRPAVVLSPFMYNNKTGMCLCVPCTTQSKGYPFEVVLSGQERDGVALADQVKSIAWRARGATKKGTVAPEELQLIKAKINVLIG
Rv3671c protease = Rv3671c (M. tuberculosis) protease inhibition; inhibition, % at 5.96 µM; hit rate 0.048% among 320,000; AID 2606; in the data active means inhibition above about 38%;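 further: extracellular domain of Rv3671c used as enzyme; 0% = enzyme with DMSO and 100% = no enzyme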
SSB-PriA inh = K. pneumoniae PriA-SSBct interaction inhibition. hit rate 0.6% among 430,000. AlphaScreen SSBct-PriA binding, biotinylated peptide. inhibition, % at 33 µM. AID 1272365; in the data active means inhibition mostly above about 37%, no sharp cut-off; inactive means mostly below about 20%;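 further: plate controls were negative control peptide for no effect and reference peptide for full effect; strong numbers were not always called active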
BoNT F protease = inhibitors of Botulinum neurotoxin F light chain protease; Multiplex microsphere protease cleavage assay, flow cytometry; inhibition, % at 10 µM; hit rate 0.22% among 360,000; in the data active means inhibition above about 35%, passing the limit was not always enough; inconclusive means no clear call, values can overlap the other calls; further: plate controls were buffer without enzyme for full effect and enzyme alone for no effect
SARS 3CLpro inh = SARS-CoV 3CLpro protease inhibition. P0C6X7. recombinant SARS-CoV 3CLpro, quenched FRET peptide cleavage. inhibition, % at 6 µM. hit rate 0.14% among 290,000. AID 1706; in the data active means inhibition above about 12%
Anthrax LF prot = blocks Bacillus anthracis lethal factor protease; P15917; multiplex microsphere protease cleavage assay, LF; inhibition, % at 10 µM; hit rate 0.12% among 360,000; AID 588501; further: plate controls were buffer without enzyme for full effect and enzyme alone for no effect
Target sequence (P15917 whole entry, looked up): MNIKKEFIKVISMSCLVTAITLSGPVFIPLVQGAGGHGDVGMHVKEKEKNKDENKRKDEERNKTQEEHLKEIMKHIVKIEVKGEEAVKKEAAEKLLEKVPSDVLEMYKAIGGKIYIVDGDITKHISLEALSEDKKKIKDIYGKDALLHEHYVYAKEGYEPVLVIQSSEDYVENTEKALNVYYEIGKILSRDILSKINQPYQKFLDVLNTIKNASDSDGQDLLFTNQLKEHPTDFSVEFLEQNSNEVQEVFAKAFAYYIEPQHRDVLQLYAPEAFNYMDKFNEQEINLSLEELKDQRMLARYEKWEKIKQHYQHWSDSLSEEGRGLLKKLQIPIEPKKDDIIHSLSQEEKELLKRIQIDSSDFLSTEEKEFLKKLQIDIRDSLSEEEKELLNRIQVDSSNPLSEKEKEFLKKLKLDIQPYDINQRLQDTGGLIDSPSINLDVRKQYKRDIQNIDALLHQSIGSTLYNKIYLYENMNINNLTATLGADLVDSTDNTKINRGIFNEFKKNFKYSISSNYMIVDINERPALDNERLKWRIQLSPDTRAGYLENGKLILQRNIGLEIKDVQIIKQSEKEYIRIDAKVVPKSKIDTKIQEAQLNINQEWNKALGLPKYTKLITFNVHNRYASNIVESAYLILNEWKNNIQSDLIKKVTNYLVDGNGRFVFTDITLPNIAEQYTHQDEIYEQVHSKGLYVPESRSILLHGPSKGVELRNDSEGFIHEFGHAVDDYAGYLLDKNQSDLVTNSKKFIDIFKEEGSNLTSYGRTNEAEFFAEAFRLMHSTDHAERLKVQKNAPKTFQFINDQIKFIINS
BoNT A protease = blocks Botulinum neurotoxin A light chain protease; multiplex microsphere protease substrate cleavage, flow cytometry; inhibition, % at 10 µM; hit rate 0.17% among 360,000; AID 588499; further: plate controls were buffer without enzyme for full effect and enzyme alone for no effect
CCHFV vOTU inh = blocks the CCHF virus ovarian tumor domain protease; CCHFV vOTU protease, Pep-AMC fluorescence; inhibition, % at 11.5 µM; hit rate 0.55% among 370,000; AID 651958; in the data active means inhibition above about 30%; further: 0% = vehicle wells with enzyme and 100% = no enzyme wells
PrPC surface inh = cell surface PrPC inhibition, primary TR-FRET screen; P04156; TR-FRET read-out; inhibition, % at 13.8 µM; hit rate 0.43% among 370,000; AID 720596; in the data active means inhibition above about 24%; further: 0% = median of the test wells and 100% = reference compound wells
Active calls of the source: *; u = inconclusive; x = no result given. Unless noted, no stated cut-off is given here; in the data, active means inhibition above about 30%; inconclusive means no clear call, values can overlap the other calls; inactive means below that. A portion of the library; count on the stated rates, not on these rows.

Values in the order – CCHFV vOTU inh, PrPC surface inh, DUSP3 inh, SARS 3CLpro inh, BoNT A protease, MazF activator, Rv3671c protease, BoNT F protease, SSB-PriA inh, Anthrax LF prot
(1) COc1ccc(C(=O)c2cnc[nH]2)cc1OC
 : -3, 4, 6, 0, -0.3, -3, 5, -7, -16, -1
(2) COc1ccccc1CC(=O)NNS(=O)(=O)c1ccccc1[N+](=O)[O-]
 : 0, -8, 10, 6, -0.4, 5, 2, -2, -2, 1
(3) CCOC(=O)N1CCC(NC(=O)c2cc(S(=O)(=O)N3CCc4ccccc43)cn2C)CC1
 : -12, 4, 29, -4, -0.2, 0, -2, -5, -7, -2
(4) CCC(=NCc1ccco1)c1c(O)n(-c2ccccc2)c(=O)[nH]c1=O
 : -10, -1, 15, -3, -0.5, 3, -5, 7, -9, -3
(5) CCOC(=O)CN1C(=O)S/C(=C/c2ccc(N3CCCCC3)o2)C1=O
 : -2, -4, 0, 3, -0.9, 31, -9, 29, -1, -1
(6) Cc1ccc(C(=O)Nc2ccc(Cc3ccncc3)cc2)cc1[N+](=O)[O-]
 : 2, 5, 13, 5, -0.6, 5, -6, -25, 15, -2
(7) Cc1oc(-c2ccccc2F)nc1CSCC(=O)NC1CC1
 : -10, 11, 29, -4, 0.5, 15, 0, -1, -8, 2
(8) CCc1nc(-c2ccccc2)cc(=O)[nH]1
 : -2, 3, -28, 2, -0.4, 1, 4, 4, 4, 1
(9) CN(C)Cc1cc(C(C)(C)c2ccccc2)ccc1O
 : -4, 2, x, x, -0.5, 2, x, -14, 6, -5
(10) CCOC(=O)C(Cc1ccccc1)C(=O)Nc1cccc2ccccc12 (configuration not stated)
 : -2, 9, 10, -2, -0.7, 4, 1, -5, -11, 1
(11) CO[C@H](C(=O)N(C)C[C@@H]1OCc2ccccc2-c2c(n(C)c3ccccc23)C(=O)N([C@H](C)CO)C[C@@H]1C)c1ccccc1
 : -11, 0, x, x, 0.2, -8, x, -1, x, 1
(12) CCCC(=O)OCC(=O)Nc1cc([N+](=O)[O-])ccc1OC
 : 5, -15, -14, 4, -0.6, -11, 5, -1, -3, -2
(13) Cc1cc(C)c2nc(N3CCC(C(=O)N4CCN(C(=O)c5ccco5)CC4)CC3)sc2c1
 : -2, 2, 14, -3, 0.6, -2, -7, -4, -5, -4
(14) COc1ccc(CC(=O)OCC(=O)Nc2ncc(Cl)cc2Cl)cc1OC
 : 5, -4, -5, 3, 0.5, -2, -1, -9, -6, -3
(15) O=C(N/N=C/c1ccccc1O)c1ccc2c(c1)OCO2
 : 13, 14, -12, -5, 3.9, 4, 12, -1, x, 1
(16) CCCN(C(=O)c1cc(-c2ccco2)nc2ccccc12)c1c(N)n(Cc2ccccc2)c(=O)[nH]c1=O
 : 10, -5, x, x, 1.4, -8, 7, -4, -5, -2
(17) O=C1c2ccccc2S(=O)(=O)N1Cc1nc2ccccc2s1
 : -3, 1, 7, 1, -0.1, 3, -2, -7, -15, 7
(18) COc1ccccc1-c1cc(C(=O)N2CCN(c3ccc(F)cc3)CC2)no1
 : 4, 9, 11, 2, -0.5, 6, -3, 9, -1, -2
(19) O=C(c1ccco1)N1CCN(S(=O)(=O)c2ccc3[nH]c(=O)oc3c2)CC1
 : -6, 2, 27, -2, 0.3, -4, 4, 2, -7, 2
(20) COc1ccc(C(C(=O)NC2CCCCC2)N(C(=O)c2snc(C(N)=O)c2N)c2ccccc2OC)cc1 (configuration not stated)
 : -11, -6, 3, 1, 1.1, 7, -13, 4, -9, -2
(21) c1ccc(SCc2cn(C[C@H]3CC[C@@H]([C@@H]4CC[C@H](Cn5cc(CSc6ccccc6)nn5)O4)O3)nn2)cc1
 : 5, -7, -3, 0, 0.3, 6, -4, 1, -16, -1
(22) COc1ccc([C@H]2C[C@@H](O)[C@H](n3cc(-c4ccc(F)cc4)nn3)CN2C(=O)C2CCCCC2)cc1
 : 5, -4, x, x, 0.0, 2, x, 2, x, -3
(23) Cc1ccccc1-n1c(O)c(C=Nc2ccc3c(c2)OCO3)c(=O)[nH]c1=O
 : 17, 9, 11, -6, u, 2, 8, 1, 1, -2
(24) CCOc1ccc(Br)cc1S(=O)(=O)Nc1ccc(NC(=O)c2ccccc2F)cc1
 : 0, 8, -7, 3, 1.3, -1, -8, -10, 2, -2
(25) C=CCNC(=S)/N=c1/ccccn1CC
 : 9, -9, 17, 7, x, -1, -6, x, x, x
(26) CN(CC(=O)Nc1ccc(Cl)c(C(F)(F)F)c1)C(=O)Cc1c[nH]c2ccccc12
 : 8, 5, x, x, -2.3, 8, -3, 3, 4, -3
(27) Cc1ccccc1-n1c(SC2CCOC2=O)nnc1-c1ccncc1 (configuration not stated)
 : 2, -9, 32, 2, -0.7, 1, 2, -2, -6, -6
(28) Cc1cc(C)c(S(=O)(=O)Nc2ccc(C(=O)O)cc2)cc1S(=O)(=O)Nc1ccc(C(=O)O)cc1
 : 0, -3, x, x, -7.0, 0, -6, u, -8, 2
(29) CCCOc1ccc(-c2c(C(=O)N/N=C/c3cccnc3)nnn2-c2nonc2N)cc1
 : 19, 1, 104, -1, -1.1, 9, -7, 2, x, -2
(30) Cc1ccc(CC(=O)NCCCn2ccnc2)cc1
 : -7, 4, 24, 4, -1.0, 2, -1, -2, 4, 2
(31) Cn1c(SCC(=O)Nc2ccccc2)nnc1-c1ccc2nonc2c1
 : -2, -13, 1, -5, u, 9, -5, u, -2, 6
(32) CCCCN(C)C(=O)c1nc2ccccn2c1CN1CCC[C@H]1C(=O)OC
 : -3, 7, -4, 0, -1.4, 9, -4, 3, 2, -6
(33) Cc1ccc2nccc(C(=O)N3CCCC(N4CCN(c5ccc(F)cc5)CC4)C3)c2c1 (configuration not stated)
 : -9, -6, 6, 1, -2.0, 5, -3, -4, -3, -2
(34) O=C(NC(Sc1ccc(Cl)cc1)C(=O)O)c1ccccc1 (configuration not stated)
 : 9, -1, x, x, 0.0, -1, x, -3, x, -11
(35) O=S1(=O)CCOC[C@H](CC2CCCCC2)N1Cc1cccc(F)c1
 : 9, 3, 17, 5, 0.8, 0, -8, -2, -3, 1
(36) Cc1ccc2oc(C(=O)NC3CCS(=O)(=O)C3)c(C)c2c1 (configuration not stated)
 : 5, -5, -4, -2, -2.7, 5, x, -8, -1, -8
(37) CC(C)OP(=O)(OC(C)C)C(Nc1ccccc1)c1cccnc1 (configuration not stated)
 : 6, -9, 9, 0, -1.0, 2, 6, 1, -8, -6
(38) O=C(C1=C(O)C(=O)N(CC2CCCO2)C1c1cccc(O)c1)c1ccco1 (configuration not stated)
 : 12, 3, 14, 0, -1.6, -2, 10, -8, 0, -5
(39) CC(C)(C)c1ccc(C(=O)N2CCC2(C)C(=O)NCc2ccc3c(c2)OCO3)cc1 (configuration not stated)
 : 5, 6, x, x, -0.7, x, x, -7, x, -5
(40) Cc1ccccc1CN1C(=O)/C(=C\c2ccc(C(=O)NCCN3CCOCC3)cc2)Sc2ccccc21
 : -13, 2, -4, -3, -2.2, -8, -31, -4, 5, -1
(41) C[C@H](CO)N1C[C@H](C)[C@H](CN(C)S(C)(=O)=O)OCc2cnnn2CCCC1=O
 : 4, 2, x, x, 0.1, 68*, x, -1, x, -4
(42) COc1ccc(NS(=O)(=O)c2cc(NC(=O)Cc3c(F)cccc3Cl)ccc2OC)cc1
 : 1, 4, x, x, -0.5, -10, -28, -2, 5, -4
(43) COc1ccc(N(CC(=O)Nc2cccc(C)c2)S(=O)(=O)c2ccc(C)cc2)cc1OC
 : -12, 1, 8, -1, 0.0, -2, -6, 5, -12, -7
(44) CN(CCOc1ccc(Cl)cc1)C(=O)c1cc([N+](=O)[O-])ccc1N1CCOCC1
 : -1, -14, x, x, -3.0, 10, 8, 0, 14, -1
(45) COc1ccccc1NC(=O)/C(C#N)=C/c1cccnc1
 : 0, 4, 10, 2, 7.4, -2, -2, 20, -9, 0

3 compounds from above, sorted by molecular weight, rising:
Values in the order – CCHFV vOTU inh, PrPC surface inh, DUSP3 inh, SARS 3CLpro inh, BoNT A protease, MazF activator, Rv3671c protease, BoNT F protease, SSB-PriA inh, Anthrax LF prot
(37) CC(C)OP(=O)(OC(C)C)C(Nc1ccccc1)c1cccnc1 (configuration not stated)
 : 6, -9, 9, 0, -1.0, 2, 6, 1, -8, -6
(44) CN(CCOc1ccc(Cl)cc1)C(=O)c1cc([N+](=O)[O-])ccc1N1CCOCC1
 : -1, -14, x, x, -3.0, 10, 8, 0, 14, -1
(33) Cc1ccc2nccc(C(=O)N3CCCC(N4CCN(c5ccc(F)cc5)CC4)C3)c2c1 (configuration not stated)
 : -9, -6, 6, 1, -2.0, 5, -3, -4, -3, -2

New compounds follow:
Values in the order – CCHFV vOTU inh, PrPC surface inh, DUSP3 inh, SARS 3CLpro inh, BoNT A protease, MazF activator, Rv3671c protease, BoNT F protease, SSB-PriA inh, Anthrax LF prot
(46) C=CCNC(=S)NNC(=O)COc1cccc(Cl)c1
 : x, x, 40, 4, u, -4, 0, 1, -10, -9
(47) COc1ccc(C(=O)CCC(=O)NCCc2c[nH]c3ccccc23)cc1
 : -1, 2, 32, 5, -0.2, 2, 5, -4, 3, 2
(48) O=C1C=C(c2ccc(C(=O)O)cc2)C[C@@H](c2ccc(Cl)cc2)C1
 : 2, -3, x, x, -0.9, 2, -2, -9, -11, -6
(49) CC1CC(C)(C)CC2(C1)NC(=O)N(CC(=O)NCCc1c[nH]c3ccccc13)C2=O (configuration not stated)
 : -2, 4, 14, -2, -0.2, 12, 2, -1, 0, 2
(50) Cc1ccccc1OCC(=O)OCC(=O)NCCc1ccccc1
 : 7, -9, x, x, -1.7, -9, -14, -4, -3, -1
(51) c1ccc(-c2ncnc3cc4n(c23)CCC4)cc1
 : -3, 8, 18, -7, 1.3, -2, 2, 1, -16, -6
(52) CN(CC1CCCO1)S(=O)(=O)c1ccc(C(=O)N2CCN(c3ccccc3)CC2)cc1 (configuration not stated)
 : -2, 5, 31, 0, 0.0, 3, 0, -2, -9, -3
(53) COc1ccc(-c2noc(CCCC(=O)NC3CCCCC3)n2)cc1OC
 : 11, -2, -14, -6, 0.8, 7, 2, 5, -4, 2
(54) CCOC(=O)c1cnn2c(C)cc(-c3ccccc3)nc12
 : -63, 2, 18, 0, 0.2, -10, -6, 11, 3, 3
(55) Cc1cc(Cl)c(OCCOCCN2CCC(C)CC2)c(Br)c1
 : 4, 5, -5, 6, 0.9, 4, 7, 0, -9, 0
(56) CCOC(=O)c1sc(NC(C)=O)c(C(=O)OCC)c1C
 : 10, -2, 4, -3, 0.6, -6, 1, 10, -23, 0
(57) CC(=O)c1ccc(NC(=S)N2CCN(CCN3C(=O)c4cccc5cccc(c45)C3=O)CC2)cc1
 : -7, -5, 55*, -1, 1.0, 0, 9, -4, -5, 1
(58) Nc1nc(SCC(=O)Nc2ccc(Cl)cc2C(F)(F)F)n[nH]1
 : 4, 1, 2, 3, -3.3, 5, 10, 0, -18, -6
(59) Cc1cc(C)nc(-n2nc(C)cc2NC(=O)c2cccc(S(=O)(=O)N(C)C)c2)n1
 : x, x, 6, x, x, 9, 4, x, -15, x
(60) O=C1OCCC1Sc1nc2ccccc2c(=O)n1Cc1ccc(F)cc1 (configuration not stated)
 : 2, 3, 5, 2, -3.2, 6, -5, -15, -6, -4
(61) O=C(Cc1ccc(NC(=O)C2CCCN(C(=O)c3ccccc3)C2)cc1)Nc1ccc(C(=O)N2CCOCC2)cc1 (configuration not stated)
 : 11, 2, x, x, -0.5, -27, x, -4, -6, -10

Assay outcomes from PubChem BioAssay.
